# Source: PubChem (Broad Institute)
# IDH1 mut inh – IDH1 R132H (human) inhibition; O75874; IDH1 R132H reductase, diaphorase/resazurin fluorescence, 60 min; inhibition, % at 10 µM; 70,000 compounds, 0.18% hits; AID 624101; in the data active = inhibition above about 34%;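 also: 0% = DMSO and 100% = no enzyme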
# EZH2 inh – EZH2 (human) methyltransferase inhibition; inhibition, % at 12.5 µM; PRC2 H3K27 methylation, DELFIA TRF, 1 h; 57,000 compounds, 0.35% hits; Q15910; AID 651548;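 active = mean inhibition of replicates at least 50% and every single replicate also reaching 50%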;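 also: dimethyl H3K27 on biotinylated H3 21-44 peptide detected by antibody; plate controls were median neutral control wells for no effect and median positive control wells for full effect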
# Target sequence (Q15910 whole entry, looked up): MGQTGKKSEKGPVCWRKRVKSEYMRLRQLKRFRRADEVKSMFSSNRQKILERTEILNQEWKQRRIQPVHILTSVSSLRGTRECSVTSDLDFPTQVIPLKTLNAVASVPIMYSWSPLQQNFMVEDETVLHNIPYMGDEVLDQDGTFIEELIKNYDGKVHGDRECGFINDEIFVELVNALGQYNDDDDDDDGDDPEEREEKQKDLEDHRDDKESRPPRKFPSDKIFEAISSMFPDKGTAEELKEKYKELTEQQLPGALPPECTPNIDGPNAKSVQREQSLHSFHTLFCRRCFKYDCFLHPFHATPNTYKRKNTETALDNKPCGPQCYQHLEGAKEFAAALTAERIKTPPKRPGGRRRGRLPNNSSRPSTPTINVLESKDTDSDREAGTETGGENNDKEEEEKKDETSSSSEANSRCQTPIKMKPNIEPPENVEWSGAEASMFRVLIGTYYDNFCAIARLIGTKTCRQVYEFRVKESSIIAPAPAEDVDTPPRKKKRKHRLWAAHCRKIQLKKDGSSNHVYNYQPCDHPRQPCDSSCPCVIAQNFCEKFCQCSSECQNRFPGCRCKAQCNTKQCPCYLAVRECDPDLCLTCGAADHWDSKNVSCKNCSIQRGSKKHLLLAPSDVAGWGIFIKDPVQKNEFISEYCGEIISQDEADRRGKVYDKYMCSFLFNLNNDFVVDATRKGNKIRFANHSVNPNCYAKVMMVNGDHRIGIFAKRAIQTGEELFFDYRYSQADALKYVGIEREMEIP
# * = called active by the depositor; . = not tested or not shown. Only part of the results is shown; the hit share may differ from the screen's.
SMILES,IDH1 mut inh,EZH2 inh
O=C(C[C@@H]1C=C[C@@H](NC(=O)Nc2ccc3c(c2)OCO3)[C@H](CO)O1)NCCCN1CCOCC1,-0.2,12
C[C@@H]1CN([C@@H](C)CO)S(=O)(=O)c2ccc(C#CC(C)(C)O)cc2O[C@H]1CN(C)Cc1ccncc1,2.0,-11
O=C(C[C@@H]1C[C@@H]2c3cc(NC(=O)C4CCOCC4)ccc3O[C@@H]2[C@H](CO)O1)NCc1cccc(F)c1,-0.1,9
C[C@H](CO)N1C[C@H](C)[C@@H](CN(C)Cc2ccccc2)Oc2ncc(C#Cc3cccnc3)cc2C1=O,0.6,-1
C[C@H](CO)N1C[C@H](C)[C@@H](CN(C)C(=O)Cc2ccccn2)Oc2ncc(-c3ccccc3)cc2C1=O,-8.9,0
COC(=O)c1ccc(NC(=O)CSc2nnc(-c3cccc(N)c3)n2C)cc1,-0.3,-10
Cc1noc(C)c1NC(=O)Nc1ccc2c(c1)C(=O)N([C@@H](C)CO)C[C@H](C)[C@H](CN(C)S(C)(=O)=O)O2,0.0,.
COc1ccccc1S(=O)(=O)N[C@H]1CC[C@H](CC(=O)N2CCN(C)CC2)O[C@@H]1CO,-0.3,-7
CNC[C@H]1OCCCC[C@@H](C)Oc2ccc(NC(=O)NC(C)C)cc2C(=O)N([C@H](C)CO)C[C@H]1C,2.7,12
C[C@@H]1CCCCO[C@@H](CN(C)S(=O)(=O)c2cn(C)cn2)[C@H](C)CN([C@H](C)CO)C(=O)c2cc(NC(=O)C3CCCCC3)ccc2O1,-3.5,.
CC(C)(C)OC(=O)N1CCC[C@H]1/C=N/NC(=O)c1ccccc1O,0.0,1
C[C@H](CO)N1C[C@H](C)[C@H](CN(C)C(=O)c2cccnc2)Oc2cc(C#CC3(O)CCCC3)ccc2S1(=O)=O,-1.3,-6
C[C@@H]1CN([C@@H](C)CO)C(=O)c2c(c3ccccc3n2C)-c2ccccc2CO[C@@H]1CN(C)S(=O)(=O)c1ccccc1C#N,.,-17
C[C@H]1CN([C@@H](C)CO)C(=O)c2cc(NC(=O)Nc3ccc(F)cc3)ccc2O[C@@H]1CN(C)Cc1ccncc1,8.8,1
C[C@@H]1CN([C@H](C)CO)C(=O)Cc2cc(NC(=O)c3ccncc3)ccc2O[C@H]1CN(C)Cc1ccc2c(c1)OCO2,0.0,-3
COc1ccc(NC(=O)Nc2ccc3c(c2)C(=O)N([C@@H](C)CO)C[C@H](C)[C@H](CN(C)C(=O)Nc2ccc(OC)cc2)OCCCC[C@H](C)O3)cc1,0.0,.
CCCN1C[C@H](C)[C@@H](OC)CN(C)C(=O)c2cc(NC(=O)C3CCOCC3)ccc2OC[C@@H]1C,0.0,-2
N#Cc1c(-c2ccccc2)nc(SCC(=O)Nc2cccc(C(F)(F)F)c2)[nH]c1=O,0.4,39
COc1cccc(NC(=O)N(C)C[C@H]2Oc3cc(C#Cc4ccccc4)ccc3S(=O)(=O)N([C@H](C)CO)C[C@@H]2C)c1,-1.7,-38
COc1ccccc1NC(=O)N[C@@H]1C=C[C@@H](CC(=O)N[C@@H](C)c2ccccc2)O[C@@H]1CO,-0.2,7
COC(=O)c1cc(OC)c(OC)cc1NC(=O)CN1CCCCC1,0.0,.
Cc1noc(C)c1NC(=O)N(C)C[C@H]1OCc2ccccc2-c2c(n(C)c3ccccc23)C(=O)N([C@H](C)CO)C[C@@H]1C,.,-6
C[C@H]1CN([C@@H](C)CO)C(=O)c2cccc(NC(=O)C3CCCCC3)c2O[C@@H]1CN(C)Cc1ccc(Cl)c(Cl)c1,0.2,.
COc1ccc(-c2nnc3c4ccccc4c(C)nn23)cc1S(=O)(=O)NC(C)c1ccccc1 (stereo not drawn),0.1,-19
CCC(Oc1ccccc1)C(=O)Nc1cc2oc3ccccc3c2cc1OC (stereo not drawn),0.3,.
Cc1ccc(S(=O)(=O)N(C)C[C@H]2Oc3cc(C4=CCCC4)ccc3S(=O)(=O)N([C@@H](C)CO)C[C@H]2C)cc1,-1.2,-8
C[C@H]1CN([C@@H](C)CO)C(=O)c2cccc(NS(=O)(=O)c3ccccc3)c2O[C@H]1CN(C)Cc1ccc(Oc2ccccc2)cc1,0.7,.
C[C@H]1CCCCO[C@@H](CN(C)C(=O)Nc2ccc3c(c2)OCO3)[C@@H](C)CN([C@@H](C)CO)C(=O)c2cc(NS(C)(=O)=O)ccc2O1,1.4,.
C[C@H]1CN([C@@H](C)CO)C(=O)c2cc(NS(C)(=O)=O)ccc2O[C@H]1CN(C)Cc1ccc(-c2ccccc2)cc1,-0.1,.
Cc1c(C(=O)Sc2ccccc2)sc2nc(C(F)(F)F)nn12,-1.5,-19

# Molecules shown so far containing two or more sulfur atoms, in the order listed:
SMILES,IDH1 mut inh,EZH2 inh
Cc1ccc(S(=O)(=O)N(C)C[C@H]2Oc3cc(C4=CCCC4)ccc3S(=O)(=O)N([C@@H](C)CO)C[C@H]2C)cc1,-1.2,-8
Cc1c(C(=O)Sc2ccccc2)sc2nc(C(F)(F)F)nn12,-1.5,-19

# 7 entries picked at random from those above:
SMILES,IDH1 mut inh,EZH2 inh
C[C@H]1CCCCO[C@@H](CN(C)C(=O)Nc2ccc3c(c2)OCO3)[C@@H](C)CN([C@@H](C)CO)C(=O)c2cc(NS(C)(=O)=O)ccc2O1,1.4,.
CCCN1C[C@H](C)[C@@H](OC)CN(C)C(=O)c2cc(NC(=O)C3CCOCC3)ccc2OC[C@@H]1C,0.0,-2
COc1ccccc1S(=O)(=O)N[C@H]1CC[C@H](CC(=O)N2CCN(C)CC2)O[C@@H]1CO,-0.3,-7
Cc1ccc(S(=O)(=O)N(C)C[C@H]2Oc3cc(C4=CCCC4)ccc3S(=O)(=O)N([C@@H](C)CO)C[C@H]2C)cc1,-1.2,-8
C[C@H](CO)N1C[C@H](C)[C@@H](CN(C)Cc2ccccc2)Oc2ncc(C#Cc3cccnc3)cc2C1=O,0.6,-1
C[C@H]1CN([C@@H](C)CO)C(=O)c2cc(NS(C)(=O)=O)ccc2O[C@H]1CN(C)Cc1ccc(-c2ccccc2)cc1,-0.1,.
Cc1c(C(=O)Sc2ccccc2)sc2nc(C(F)(F)F)nn12,-1.5,-19

# (listing goes on)
SMILES,IDH1 mut inh,EZH2 inh
C[C@H]1CN([C@@H](C)CO)C(=O)c2cccc(N(C)C)c2O[C@@H]1CN(C)S(=O)(=O)c1cccs1,0.8,4
COc1ccc(OC)c(NC(=O)C2=C(C)NC(=O)NC2c2cccc(OC)c2OC)c1 (stereo not drawn),-0.3,-12
C/C=C/c1ccc2c(c1)O[C@@H](CN(C)C(=O)Cc1ccccc1)[C@@H](C)CN([C@H](C)CO)S2(=O)=O,-0.5,-13
C[C@H]1CN([C@@H](C)CO)C(=O)c2cccc(NC(=O)Nc3ccc(F)cc3)c2O[C@H]1CN(C)Cc1ccc(C(=O)O)cc1,3.2,3
CN(C)CC(=O)Nc1ccc2c(c1)[C@@H]1C[C@H](CC(=O)N3CCc4ccccc4C3)O[C@@H](CO)[C@@H]1O2,-1.5,-4
Cc1ccc(C2(CCNCc3ccco3)CCOC(C(C)C)C2)cc1 (stereo not drawn),0.6,-2
CCC(=O)N1C[C@H](C)[C@@H](OC)CN(C)C(=O)c2ccc(NC(=O)C3CCCCC3)cc2OC[C@H]1C,0.2,6
C[C@H](CO)N1C[C@H](C)[C@H](CN(C)Cc2ccccc2C(=O)O)OCc2cn(nn2)CCCC1=O,-1.4,.
COc1ccccc1-n1nnnc1SCC(=O)Nc1ccc(Br)cc1,-0.2,12
CC(=O)N(C)C[C@H]1Oc2ncc(C#Cc3ccncc3)cc2C(=O)N([C@H](C)CO)C[C@@H]1C,7.5,3
CO[C@@H]1CN(C)C(=O)c2ccc(NC(=O)c3cccc(F)c3)cc2OC[C@@H](C)NC[C@@H]1C,0.0,1
O=C(C[C@@H]1C[C@H]2c3cc(NC(=O)Nc4ccc(C(F)(F)F)cc4)ccc3O[C@H]2[C@H](CO)O1)NCc1ccccn1,0.2,15
C[C@@H]1CN([C@H](C)CO)C(=O)c2cc(NC(=O)Nc3cccc4ccccc34)ccc2O[C@H]1CN(C)Cc1ccncc1,-6.9,-21
CC(C)=CCC[C@@H](C)C/C=N/NC(=O)CCCCC(=O)NO,0.7,-8
CC(CC[C@]1(C)C2CCC=C(CO)[C@]2(C)CC[C@H]1C)CC(=O)O (stereo partly drawn),0.0,15
C[C@H]1CN([C@@H](C)CO)C(=O)c2cc(NC(=O)C3CCCCC3)ccc2O[C@H]1CN(C)Cc1ccc(C(=O)O)cc1,3.2,.
CC(C)NC(=O)N[C@@H]1CC[C@H](CCn2cc(-c3ccc(F)cc3)nn2)O[C@H]1CO,0.0,-7
C[C@H]1CN([C@@H](C)CO)C(=O)c2cc(C#CC3CCCC3)cnc2O[C@@H]1CN(C)C(=O)C1CC1,-0.2,5
CC(C)NC(=O)Nc1ccc2c(c1)C(=O)N([C@H](C)CO)C[C@H](C)[C@H](CN(C)S(=O)(=O)c1ccc(Cl)cc1)OCCCC[C@H](C)O2,-0.9,.
CC(C)NC(=O)Nc1ccc2c(c1)C(=O)N([C@@H](C)CO)C[C@H](C)[C@H](CN(C)C(=O)NC1CCCCC1)OCCCC[C@@H](C)O2,2.1,5
CCCN1C[C@@H](C)[C@H](OC)CN(C)C(=O)c2ccc(NC(=O)c3ccc4c(c3)OCO4)cc2OC[C@H]1C,-0.1,-22
O=C(C[C@@H]1C=C[C@@H](NC(=O)CC2CC2)[C@@H](CO)O1)NCc1ccc(-c2ccccc2)cc1,0.4,2
N#Cc1ccccc1CSc1nc2ccc(NC(=O)c3ccc(F)cc3)cc2s1,0.5,5
COc1ccc(NC(=O)N(C)C[C@H]2OCc3ccccc3-c3ccccc3C(=O)N([C@H](C)CO)C[C@@H]2C)c(OC)c1,-0.1,-2
COc1ccc(-c2cc(C(F)(F)F)nc(SCC(=O)N3CC4(C)CC3CC(C)(C)C4)n2)cc1 (stereo not drawn),0.0,-16
CC(C)(C)[S@@](=O)N1Cc2cc(C(=O)NCc3ccncc3)nc(-c3cccc(-c4ccncc4)c3)c2[C@H]1CCO,0.3,1
C[C@H](CO)N1C[C@H](C)[C@H](CN(C)C)Oc2c(NC(=O)Nc3ccc4c(c3)OCO4)cccc2C1=O,3.0,.
O=C(CC1(O)C(=O)N(Cc2cccc3ccccc23)c2ccccc21)c1ccc(Br)s1 (stereo not drawn),-0.2,6
COc1ccc(C)cc1NC(=O)CN(c1ccc(Cl)cc1)S(C)(=O)=O,-0.5,2
CC(C)C#Cc1cnc2c(c1)C(=O)N([C@H](C)CO)C[C@H](C)[C@H](CN(C)C(=O)CC1CC1)O2,0.9,2

# Entries of single compounds, quoted from the list:
# Results for CC(C)NC(=O)N[C@@H]1CC[C@H](CCn2cc(-c3ccc(F)cc3)nn2)O[C@H]1CO → IDH1 mut inh: 0.0; EZH2 inh: -7
# Results for CC(C)(C)[S@@](=O)N1Cc2cc(C(=O)NCc3ccncc3)nc(-c3cccc(-c4ccncc4)c3)c2[C@H]1CCO → IDH1 mut inh: 0.3; EZH2 inh: 1

# The list goes on:
SMILES,IDH1 mut inh,EZH2 inh
O=C(CCCCCCC(=O)Nc1ccccc1O)NN=C1CCCC1,.,-42
O=C(Nc1ccc(Cl)cc1)N[C@@H]1CC[C@H](CCNS(=O)(=O)c2ccccc2F)O[C@@H]1CO,-0.2,4
C[C@H](CO)N1C[C@H](C)[C@@H](CN(C)C(=O)Nc2ccc3c(c2)OCO3)Oc2ccc(NS(=O)(=O)c3cccs3)cc2C1=O,0.5,.
O=C(NCC[C@@H]1CC[C@@H](NC(=O)C2CCCCC2)[C@H](CO)O1)c1cnccn1,-0.1,-2
O=C(Nc1cccc(F)c1)N[C@H]1CC[C@H](CCn2cc(Cc3ccccc3)nn2)O[C@H]1CO,0.4,-2
C[C@H]1CN([C@@H](C)CO)C(=O)c2cc(NC(=O)Cc3ccccc3)ccc2O[C@H]1CN(C)C(=O)Nc1ccc2c(c1)OCO2,0.3,7
COc1ccc(OC)c(NC(=O)CCn2cnc3ccccc3c2=O)c1,0.3,-1
COc1ccc(S(=O)(=O)N(C)C[C@@H]2OCCCC[C@H](C)Oc3ccc(N(C)C)cc3C(=O)N([C@H](C)CO)C[C@@H]2C)cc1,.,-9
COc1ccc(C(=O)NCc2cccnc2)cc1C(=O)NCc1cccnc1,-2.4,13
CCC(=O)N1C[C@H](C)[C@@H](OC)CN(C)C(=O)c2ccc(NC(=O)Nc3cccc(F)c3)cc2OC[C@H]1C,-0.4,-5
C[C@H]1CN([C@@H](C)CO)C(=O)Cc2cc(NC(=O)Nc3ccccc3)ccc2O[C@@H]1CN(C)S(=O)(=O)c1ccc(Cl)cc1,-1.4,-25
CCCNC(=O)N1C[C@H](C)[C@H](OC)CN(C)C(=O)c2ccc(NS(C)(=O)=O)cc2OC[C@H]1C,0.1,8
COCC#Cc1cnc2c(c1)C(=O)N([C@@H](C)CO)C[C@H](C)[C@H](CN(C)Cc1ccccc1)O2,0.0,-5
COCC(=O)Nc1ccc2c(c1)C(=O)N(C)C[C@H](OC)[C@@H](C)CN(C(=O)c1ccncc1)[C@H](C)CO2,-0.2,2
CO[C@H]1CN(C)C(=O)c2ccc(NC(=O)Nc3ccccc3)cc2OC[C@@H](C)N(C(=O)CN(C)C)C[C@H]1C,0.0,-11
CO[C@@H]1CN(C)C(=O)c2ccc(NC(=O)c3cnccn3)cc2OC[C@H](C)N(C)C[C@@H]1C,.,-20
CO[C@H]1CN(C)C(=O)c2ccc(NC(C)=O)cc2OC[C@@H](C)N(C(=O)CC2CC2)C[C@@H]1C,0.0,11
CCCC(=O)Nc1ccc2c(c1)OC[C@H](C)N(Cc1ccccc1)C[C@H](C)[C@H](OC)CN(C)C2=O,0.0,1
COc1cccc(S(=O)(=O)Nc2ccc3c(c2)[C@H]2C[C@@H](CC(=O)N4CCCCC4)O[C@@H](CO)[C@H]2O3)c1,-0.4,-7
Brc1cccc(Nc2ncnc3cc4nc[nH]c4cc23)c1,-2.6,.
CN(C)CCCNC(=O)C[C@@H]1C=C[C@@H](NS(=O)(=O)c2ccc(F)cc2)[C@@H](CO)O1,0.0,9
